High-throughput results: PubChem BioAssay, several laboratories
CR mimetic SO: lowers age-related superoxide in aged yeast cells; S. cerevisiae aged cells, superoxide DHE fluorescence; hits give low values; superoxide response (% of plate mean), % at 10 µM; hit rate 0.18% among 330,000; AID 2690;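 active = superoxide response under a set limit, about three screen SD below normal, cut at about 65% in these data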;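 also: yeast aged for seven days with compound at 30 °C before DHE staining; 100% = average MFI of all compound-treated wells on the plate with controls excluded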
EBNA-1 inh: blocks EBNA-1 binding to DNA; EBNA-1 DNA binding, fluorescence polarization; inhibition, % at 14.8 µM; hit rate 0.34% among 300,000; in the data active = inhibition above about 28%
GASC-1 inh: blocks human GASC-1 demethylase activity; Q9H3R0; GST-JMJD2C(1-420) H3K9me3 demethylation, DELFIA europium; inhibition, % at 2.35 µM; hit rate 0.069% among 330,000; AID 2099;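 active = more than half of a compound's replicate wells show inhibition beyond 50%, single wells judged on their own value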;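 also: signal counts dimethyl H3K9 product captured on neutravidin plate; 0% = median of DMSO wells and 100% = 0.3 times that DMSO median; strong numbers were not always called active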
PP5 primary: PP5 (human) phosphatase inhibition | hit rate 0.18% among 320,000 | inhibition, % at 6.7 µM | AID 1987 | purified PP5c, OMFP substrate fluorescence;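 active = inhibition above the campaign's mean inhibition across all tested compounds plus 3 SD, cut at about 9.5% in these data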;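 also: 0% = DMSO only and 100% = 100 µM cantharidin control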
Target sequence (P53041 whole entry, looked up): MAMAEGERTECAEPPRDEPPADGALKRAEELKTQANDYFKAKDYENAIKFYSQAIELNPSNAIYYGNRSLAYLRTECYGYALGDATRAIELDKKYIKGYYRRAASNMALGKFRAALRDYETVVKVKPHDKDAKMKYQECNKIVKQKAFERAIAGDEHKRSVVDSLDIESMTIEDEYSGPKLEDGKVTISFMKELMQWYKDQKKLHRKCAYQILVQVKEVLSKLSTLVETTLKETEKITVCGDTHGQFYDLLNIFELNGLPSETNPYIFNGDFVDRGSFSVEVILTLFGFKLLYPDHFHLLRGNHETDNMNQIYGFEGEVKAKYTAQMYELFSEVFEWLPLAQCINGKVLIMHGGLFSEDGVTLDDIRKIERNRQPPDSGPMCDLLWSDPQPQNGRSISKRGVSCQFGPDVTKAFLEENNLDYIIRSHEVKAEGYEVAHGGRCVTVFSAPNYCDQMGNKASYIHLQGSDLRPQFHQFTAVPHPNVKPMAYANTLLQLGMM
ZTA counter: counter-screen for EBNA-1 inhibitors: inhibitors of Epstein-Barr virus ZTA; P03206; ZTA-DNA binding, fluorescence polarization; inhibition, % at 11 µM; hit rate 0.15% among 320,000; AID 2234; in the data active = inhibition above about 33%
Target sequence (P03206 whole entry, looked up): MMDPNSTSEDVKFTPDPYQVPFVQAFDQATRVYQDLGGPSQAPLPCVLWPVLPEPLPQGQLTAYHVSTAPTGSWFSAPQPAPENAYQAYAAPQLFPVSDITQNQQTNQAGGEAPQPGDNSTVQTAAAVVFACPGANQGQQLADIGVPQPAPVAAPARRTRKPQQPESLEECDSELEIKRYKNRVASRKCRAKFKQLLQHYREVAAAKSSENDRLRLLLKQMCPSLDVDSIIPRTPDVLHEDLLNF
CTSL1 counter: cathepsin L1 inhibition, PFM18AAP counter-screen. inhibition, % at 5.96 µM. hit rate 0.49% among 300,000. recombinant F. hepatica cathepsin L1, Z-Leu-Arg-MCA fluorescence;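 active = inhibition above the mean of all tested compounds plus 3 SD, set per screening campaign, cut at about 17% in these data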;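 also: 0% = plate median of test compound wells and 100% = 1 µM Z-Phe-Ala-diazomethylketone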
TPT1 inhibitor: inhibitors of Candida albicans tRNA 2'-phosphotransferase TPT1 | recombinant caTPT1, FP RNA substrate dephosphorylation | inhibition, % at 5 µM | hit rate 0.81% among 300,000 | AID 1962;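 active = inhibition above the mean of all tested compounds plus 3 SD, set per screening campaign, cut at about 24% in these data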;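 also: plate controls were DMSO alone for no effect and ferristatin control at 100 nM for full effect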
PP1 counter: blocks human PP1-alpha phosphatase, a PP5 counter-screen. purified PP1alpha, OMFP fluorescence. inhibition, % at 6.7 µM. hit rate 0.9% among 320,000. AID 2235;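 active = inhibition above the mean inhibition of all tested compounds plus 3 SD, computed separately for each screening campaign, cut at about 15% in these data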
core dimer inh: blocks dimerization of HCV core protein; TR-FRET GST/Flag-core106 dimerization, 1536-well; inhibition, % at 5 µM; hit rate 0.33% among 300,000;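 active = inhibition above the mean of all tested compounds plus 3 SD, set per screening campaign, cut at about 45% in these data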
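System: GST-tagged and Flag-tagged HCV core protein residues 1-106 / Input: core106 proteins, GST 13.5 nM and Flag 17 nM / Buffer or medium: KF-containing HEPES buffer, pH 7.45, DTT, CHAPS, BSA / Probe or stimulus: Eu-anti-GST and XL665-anti-Flag labelled anti-tag antibodies / Schedule: 4 h, 22.5 °C incubation / Technique: TR-FRET 671 and 617 nm emission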
Active calls of the source: *; · = not tested or not shown.

Below each SMILES: CR mimetic SO	EBNA-1 inh	GASC-1 inh	PP5 primary	ZTA counter	CTSL1 counter	TPT1 inhibitor	PP1 counter	core dimer inh
O=C(c1ccccc1)[C@@H]1[C@@H]2C(=O)N(c3ccc(F)cc3)C(=O)[C@@H]2C2CCCN21 (some centres not stated)
  91.0	-9.6	-6.6	-1.7	11.0	2.8	-12.5	-3.3	3.8
O=C(CCn1cccc1)N1CCc2ccccc21
  107.5	-14.2	4.9	1.8	0.5	1.7	1.9	0.0	2.5
C=CCNC(=O)C1CCC(CNc2nc(=S)[nH]c3ccccc23)CC1 (configuration not stated)
  116.1	-1.9	1.7	-2.3	-0.1	-3.0	-5.1	-8.6	-1.6
CC1CCCCN1S(=O)(=O)c1ccc(C(=O)Nc2nnc(C3=COCCO3)o2)cc1 (configuration not stated)
  126.5	3.5	-12.7	0.6	4.5	1.5	3.0	13.3	-0.8
O=C(Nc1ccc(NC(=O)c2ccccc2F)cn1)c1ccco1
  97.5	3.0	3.3	-0.3	-3.8	1.6	-1.0	5.6	7.1
O=C(COC(=O)c1ccc(N2CCCC2=O)cc1)c1ccc(OC(F)F)cc1
  115.3	8.0	-1.2	3.5	11.8	2.4	10.1	3.0	7.2
CCOC(=O)C1=C(O)/C(=C\c2ccc(CNC(=O)C(=O)Nc3ccccc3)o2)N=C1C
  111.5	1.2	8.9	2.4	4.3	0.6	5.1	8.6	13.8
COCC(C)NC(=S)NC(=O)c1cc(S(=O)(=O)N2CCOCC2)ccc1C (configuration not stated)
  88.5	8.0	4.2	2.4	-6.2	0.7	-4.1	2.7	-10.4
O=C(COC(=O)c1ccc2ncsc2c1)NCc1cccc(Cl)c1
  105.3	·	5.8	4.3	-15.1	·	·	2.1	·
O=S(=O)(Nc1ncccn1)c1ccc(NC(=S)N2CCN(c3cccc(C(F)(F)F)c3)CC2)cc1
  90.0	10.9	-1.3	5.3	0.5	1.6	-1.5	-3.4	13.4
COC(=O)c1ccc(C(=O)OC)c(NC(=S)N2CCC(C)CC2)c1
  91.2	7.0	8.4	0.3	14.6	-2.4	-2.7	0.6	5.6
O=C(O)c1cc(-c2ccc(Cl)s2)nc2ccccc12
  109.8	-1.3	2.8	2.9	5.2	0.7	2.1	0.0	5.1
CC12CCC(C(=O)NNc3ccccc3)(OC1=O)C2(C)C (configuration not stated)
  94.3	-7.7	3.3	-0.1	-1.6	-1.7	0.2	-3.4	1.8
CCCCCCOC(=O)CCc1c(C)nc(N)[nH]c1=O
  103.9	-5.8	3.3	-0.8	-1.0	-2.7	2.4	2.8	-4.4
Fc1ccc(-c2cc(C(F)(F)F)n3ncnc3n2)cc1
  80.6	-1.7	110.7	2.8	-5.3	0.2	-2.9	1.2	-2.4
CC(=O)N1CCOc2ccc(S(=O)(=O)NCCc3ccc(S(N)(=O)=O)cc3)cc21
  100.0	-10.0	-6.1	0.4	-1.8	-3.9	0.1	-1.0	-6.1
CC(=O)Nc1ccc(NC(=O)CCCNC(=O)c2ccc(Cl)cc2)cc1
  98.9	-1.2	6.9	1.8	2.0	-2.1	3.6	-3.2	1.0
O=C1CCN(CCc2ccccc2)CCN1[C@H](COc1ccccc1)c1ccccc1
  101.4	3.6	-5.7	1.1	11.6	4.8	-0.7	0.0	13.6
Cc1ccc2cc(C#N)c(SCC(=O)N3CCCc4ccccc43)nc2c1C
  92.0	1.7	1.8	2.5	8.5	-2.1	-1.5	-2.3	4.7
COC(=O)c1ccc(N=NN2CCCCCC2)cc1
  101.6	1.4	5.7	1.6	1.6	-3.9	-1.6	0.9	-3.6
CCOC(=O)C1=C(C)N=C2c3ccccc3C(=O)C2C1c1ccccc1 (configuration not stated)
  100.2	9.7	5.1	1.3	3.6	-1.1	-6.3	-9.4	-38.5
COc1cc2[nH]c(C(=O)N3CCN(C)CC3)cc2c(OC)c1OC
  105.4	-11.3	-11.3	1.7	10.2	-9.2	1.6	-2.7	-16.6
C[C@@H](NC(=O)c1[nH]cnc1C(=O)Nc1ccccc1)c1ccccc1
  131.5	·	2.7	3.1	22.2	·	·	2.2	·
O=C(CN1CCCC1)Nc1ccccc1Cl
  101.9	-9.5	2.1	-1.0	-8.5	-0.6	-3.1	-0.3	4.4
CC(C)C(=O)NCC(c1ccc2c(c1)OCO2)N1CCOCC1 (configuration not stated)
  100.3	5.1	18.6	-1.4	7.4	1.4	-1.6	-2.1	-4.5
CCCC(=O)N(c1ccc2oc(C)c(C(C)=O)c2c1)S(=O)(=O)c1ccc(C)c([N+](=O)[O-])c1
  112.2	-3.7	-6.5	1.7	-3.2	-2.4	5.2	-6.0	5.0
Cc1cccn2c(=O)c3cc(C(=O)NCC4CCCO4)c(=N)n(C4CCCCC4)c3nc12 (configuration not stated)
  103.2	13.5	28.3	2.7	0.3	1.8	-0.7	-1.2	7.8
Brc1ccc(-c2nnc3sc(CN4CCN(c5ccccc5)CC4)cn23)cc1
  111.2	-9.8	-4.4	2.0	2.6	-1.8	2.8	-4.0	1.0
O=C(O)C1CCC(Cn2c(SCc3cc(=O)n4ccccc4n3)nc3ccsc3c2=O)CC1 (configuration not stated)
  100.3	6.7	-0.5	0.3	-4.8	0.9	-4.5	-5.0	1.1
CCCN1C(=O)c2cccc3c(N4CCCCC4)ccc(c23)C1=O
  102.7	-1.1	0.3	1.2	-3.6	-1.3	15.0	-7.8	-1.8

Reformatted as a markdown table: part of the list above
| mol | CR mimetic SO | EBNA-1 inh | GASC-1 inh | PP5 primary | ZTA counter | CTSL1 counter | TPT1 inhibitor | PP1 counter | core dimer inh |
| --- | --- | --- | --- | --- | --- | --- | --- | --- | --- |
| O=C1CCN(CCc2ccccc2)CCN1[C@H](COc1ccccc1)c1ccccc1 | 101.4 | 3.6 | -5.7 | 1.1 | 11.6 | 4.8 | -0.7 | 0.0 | 13.6 |
| Cc1ccc2cc(C#N)c(SCC(=O)N3CCCc4ccccc43)nc2c1C | 92.0 | 1.7 | 1.8 | 2.5 | 8.5 | -2.1 | -1.5 | -2.3 | 4.7 |
| COC(=O)c1ccc(N=NN2CCCCCC2)cc1 | 101.6 | 1.4 | 5.7 | 1.6 | 1.6 | -3.9 | -1.6 | 0.9 | -3.6 |
| CCOC(=O)C1=C(C)N=C2c3ccccc3C(=O)C2C1c1ccccc1 (configuration not stated) | 100.2 | 9.7 | 5.1 | 1.3 | 3.6 | -1.1 | -6.3 | -9.4 | -38.5 |
| COc1cc2[nH]c(C(=O)N3CCN(C)CC3)cc2c(OC)c1OC | 105.4 | -11.3 | -11.3 | 1.7 | 10.2 | -9.2 | 1.6 | -2.7 | -16.6 |

(more compounds)
Below each SMILES: CR mimetic SO	EBNA-1 inh	GASC-1 inh	PP5 primary	ZTA counter	CTSL1 counter	TPT1 inhibitor	PP1 counter	core dimer inh
Nc1nc(CSc2ccccn2)nc(Nc2ccccc2)n1
  81.7	-1.8	-5.8	0.4	3.4	-2.7	-0.3	-0.5	0.7
CC(OC(=O)CN1C(=O)NC2(CCCCC2C)C1=O)c1ccccc1 (configuration not stated)
  93.3	·	-1.5	0.9	0.4	·	·	-5.8	·
O=C(Nc1ccc(OC(F)(F)F)cc1)c1ccc(-n2cncn2)nc1
  97.5	3.8	12.9	0.0	-5.3	0.8	-5.5	-3.9	-1.7
COCC(C)NC(=O)c1noc2c1CCc1cc(OC)ccc1-2 (configuration not stated)
  116.5	12.2	0.2	1.5	7.9	0.5	0.5	-4.7	-2.3
c1ccc(-c2ccccn2)nc1
  131.9	-0.9	116.3	-1.9	8.3	-2.5	-0.6	-6.3	4.0
C[C@]1(C(=O)NCCN2CCOCC2)C=C[C@@H](Cc2ccccc2)N1C(=O)c1ccccc1
  100.1	-3.2	0.2	-1.5	-0.5	-1.6	-1.8	-1.6	3.2
Cc1[nH]c2ccccc2c1/C=C/C(=O)c1ccncc1
  115.3	38.2*	18.0	5.2	-3.1	1.9	76.4*	-2.8	-5.2
CN(C)S(=O)(=O)c1ccc(Cl)c(C(=O)NCC2CCCCC2)c1
  111.6	0.7	30.0	1.6	4.2	-3.4	-0.9	-1.4	-8.3
CN(C)c1ccc(P(=O)(OC2CCCCC2)C(O)c2ccncc2)cc1 (configuration not stated)
  92.8	4.2	1.7	-1.1	6.4	0.7	-0.7	-2.1	-0.8
CCOC(=O)c1sc(NC(=O)CSc2nncs2)c(C(=O)OCC)c1C
  97.6	3.5	-5.2	2.1	16.3	2.3	8.7	4.7	15.6
CCCCC(C(=O)O)C(C)CC(=O)NNC(=O)c1ccco1 (configuration not stated)
  90.7	-7.2	-7.1	4.3	15.7	-0.2	-1.2	-3.6	1.0
CC(C(=O)c1ccccc1)[n+]1cccc(Br)c1 (configuration not stated)
  87.2	-2.3	-4.2	1.2	-8.6	0.2	-2.0	2.4	-0.4
O=C(C1=C[C@@H](c2ccccc2)C[C@@H](OCCCCO)O1)N1CCN(Cc2ccc3c(c2)OCO3)CC1
  104.9	8.4	-3.3	0.2	7.5	4.1	-0.8	-3.7	9.0
O=C(NCc1cccs1)C1CCN(S(=O)(=O)c2cccs2)CC1
  94.0	0.4	-2.2	6.3	-9.2	0.8	-3.1	8.5	-5.3
Cc1ccc(C2CC(=O)N3CN(Cc4ccco4)CSC3=C2C#N)cc1 (configuration not stated)
  92.0	0.2	9.9	-0.8	-14.2	2.0	2.2	-2.4	2.1
Cc1nn(C(C)C(=O)NC(C)CCc2ccccc2)c(=O)c2cc3occc3n12 (configuration not stated)
  78.6	-4.8	9.0	-3.8	-1.3	1.8	-0.8	2.4	-11.8
CC(C)(C)c1ccc(S(=O)(=O)N2CCCC2C(=O)N2CCOCC2)cc1 (configuration not stated)
  108.2	4.7	-12.5	2.4	-0.3	-2.4	-0.1	-1.1	-0.6
O=C(O)CSc1nnc(CSc2nc3ccccc3s2)n1-c1ccccc1
  108.7	-9.2	19.1	-1.7	2.7	-0.1	-3.5	1.8	5.5
COc1cc(C(=O)N2CCN(c3ccccc3)CC2)c([N+](=O)[O-])cc1OC
  84.8	-0.1	11.1	-3.0	-7.5	1.1	15.1	-2.2	-0.1
COc1cc(-n2c(=O)c3ccccc3n(Cc3cc(=O)n4ccccc4n3)c2=O)cc(OC)c1OC
  92.2	8.2	-0.8	-1.4	24.6	0.7	2.2	-0.4	0.2

Rows were taken by chance. Share with any hit: about 3.1%.
